M. tuberculosis GlmU: inhibition of mycobacterial GlmU enzyme – biochemical, glucosamine-1-phosphate acetyltransferase (AID 1376) | inhibition, %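 (tested at 30 µM in the primary screen)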; hits with a dose series show IC50 in µM | hit rate 0.25% among 220,000 | M. tuberculosis GlmU acetyltransferase enzyme assay; higher % means a stronger effect; in the data active = inhibition above about 13%;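 note: 0% = complete reaction with vehicle and 100% = reaction without substrate; strong numbers were not always called active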
RmlCD inh 1536: M. tuberculosis RmlC/RmlD inhibition; P9WH09+P9WH11; inhibition, % at 3.6 µM; AID 1533; hit rate 0.03% among 160,000; RmlC+RmlD coupled enzyme assay, percent inhibition; primary screen in compound mixtures; in the data active = inhibition mostly above about 34%, no sharp cut-off; note: some results filed as inactive read as strong as hits
Target sequence (P9WH09 whole entry, looked up): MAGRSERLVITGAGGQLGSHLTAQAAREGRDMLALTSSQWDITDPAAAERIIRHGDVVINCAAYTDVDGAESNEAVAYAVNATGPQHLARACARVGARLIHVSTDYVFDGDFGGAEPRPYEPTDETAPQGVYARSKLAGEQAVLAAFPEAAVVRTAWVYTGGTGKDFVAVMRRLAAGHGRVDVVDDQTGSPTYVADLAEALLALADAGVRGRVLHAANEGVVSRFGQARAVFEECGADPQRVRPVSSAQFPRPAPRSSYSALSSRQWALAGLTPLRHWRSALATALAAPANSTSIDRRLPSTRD
Target sequence (P9WH11 whole entry, looked up): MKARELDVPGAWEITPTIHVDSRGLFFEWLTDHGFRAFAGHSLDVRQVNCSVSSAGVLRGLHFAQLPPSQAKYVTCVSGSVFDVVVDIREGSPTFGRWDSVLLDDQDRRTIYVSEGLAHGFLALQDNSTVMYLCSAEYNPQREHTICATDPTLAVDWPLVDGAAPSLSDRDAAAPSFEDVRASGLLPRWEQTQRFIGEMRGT
* marks the source's active call; other numbers are inactive results; . = no result given. The list is partial (hit frequency here may not be typical).

SMILES	M. tuberculosis GlmU	RmlCD inh 1536
O=C(Cc1ccc([N+](=O)[O-])cc1)Nc1ccc(O)cc1C(=O)O	0.7%	.
CCN(CC)C(=O)/C(=C/c1ccc(F)cc1)NC(C)=O	-5.0%	11.2
O=C1C(CSCc2ccccc2)NC(=S)N1c1ccccc1 (stereo not given)	4.5%	3.5
O=Cc1cn(CC(=O)N2CCCCC2)c2ccccc12	6.0%	2.8
O=C(NCCOc1ccccc1)c1ncn[nH]1	2.9%	.
COC(=O)C(C(=O)OC)C(C[N+](=O)[O-])c1ccc(OC)c(OC)c1 (stereo not given)	2.5%	.
O=C(NN1C(=O)c2ccccc2C1=O)c1ccc2c(c1)C(=O)N(CC1CCCO1)C2=O (stereo not given)	4.6%	13.8
O=[N+]([O-])c1cc(-c2cnc3ccccc3n2)ccc1Oc1ccc(Cl)cc1	-7.3%	-1.9
COc1ccc2[nH]cc(C3N4CC5(C)CN3CC(C)(C4)C5=O)c2c1 (stereo not given)	5.5%	14.5
COC(=O)c1c(NC(=O)CN2CCOCC2)sc2c1CCC(C)C2 (stereo not given)	-1.4%	48.2
NS(=O)(=O)c1cccnc1Nc1cccc(Cl)c1Cl	-0.8%	10.8
O=C(NC(=S)NNC(=O)c1cnccn1)c1ccc(F)cc1	7.4%	16.4
Cc1ccc(Cl)cc1Nc1nc(-c2sc(NC(=O)C(C)(C)C)nc2C)cs1	-3.5%	2.1
O=C(COC(=O)c1cccc(S(=O)(=O)N2CCOCC2)c1)Nc1ccc2c(c1)OCO2	-1.2%	.
Cc1cnc(NC(=O)Cn2cnc3c2c(=O)n(C)c(=O)n3C)s1	5.5%	6.9
COc1ccc(Nc2nc(-c3cccs3)cs2)cc1	2.8%	.
CCOc1ccc(-c2c(C(=O)N/N=C/c3ccccc3)nnn2-c2nonc2N)cc1	8.6%	-15.2
COc1ccccc1/C=C/C1(C(=O)NC2CCCC2)CC(=O)N1c1ccccc1 (stereo not given)	1.9%	3.4
COc1cc(C)c(C)cc1S(=O)(=O)N1CCCCC1c1cccnc1 (stereo not given)	0.0%	-4.2
O=c1c2ccc(Cl)cc2[nH]c(=S)n1CCCN1CCOCC1	2.8%	-30.2

Continued, overlapping the part above by seven compounds.
SMILES	M. tuberculosis GlmU	RmlCD inh 1536
O=C(COC(=O)c1cccc(S(=O)(=O)N2CCOCC2)c1)Nc1ccc2c(c1)OCO2	-1.2%	.
Cc1cnc(NC(=O)Cn2cnc3c2c(=O)n(C)c(=O)n3C)s1	5.5%	6.9
COc1ccc(Nc2nc(-c3cccs3)cs2)cc1	2.8%	.
CCOc1ccc(-c2c(C(=O)N/N=C/c3ccccc3)nnn2-c2nonc2N)cc1	8.6%	-15.2
COc1ccccc1/C=C/C1(C(=O)NC2CCCC2)CC(=O)N1c1ccccc1 (stereo not given)	1.9%	3.4
COc1cc(C)c(C)cc1S(=O)(=O)N1CCCCC1c1cccnc1 (stereo not given)	0.0%	-4.2
O=c1c2ccc(Cl)cc2[nH]c(=S)n1CCCN1CCOCC1	2.8%	-30.2
O=C(Nc1cccc(O)c1)c1ccccc1	2.0%	.
COc1ccc(CCNc2ncnc3cc(OC)c(OC)cc23)cc1OC	3.2%	-13.8
Cc1ccc(N2C(=O)CC(N(O)C3CC(=O)N(c4ccc(C)cc4)C3=O)C2=O)cc1 (stereo not given)	-4.0%	12.9
CCc1nc(SCC(=O)NNC(=O)C2CCCCC2)c2ccccc2n1	-2.2%	-5.1
NS(=O)(=O)c1ccc(NC(=O)COC(=O)c2ccco2)cc1	-1.4%	-0.2
COC(=O)c1c(-c2ccc(Br)cc2)csc1NC(=O)Cc1ccc(OC)c(OC)c1	-5.8%	2.7
N=C1/C(=C\c2ccc(SCc3ccccc3)o2)C(=O)N=C2SC(CC(=O)N3CCOCC3)=NN12	-1.3%	-7.5
Nc1sc2c(c1C(=O)NC1CCS(=O)(=O)C1)CCC2 (stereo not given)	2.6%	96.1
COc1cccc(N(C(=O)c2ccco2)C(C(=O)NC2CCCC2)c2ccc(N(C)C)cc2)c1 (stereo not given)	0.4%	8.0
COc1cccc(NC(=O)CSc2ccc3nnc(-c4ccncc4)n3n2)c1	4.8%	.
Clc1ccccc1CN1CCN(/N=C/C=C\c2ccco2)CC1	6.0%	6.6
Cc1cc(C)nc(SCC(=O)Nc2ccc(S(=O)(=O)Nc3nccs3)cc2)n1	5.2%	8.4
O=c1c2c3n(c(=O)nc2[nH]n1-c1ccccc1)CCCCC3	0.7%	2.4
COc1ccc(NC(=O)CC2SC(=Nc3ccccc3)NC2=O)cc1 (stereo not given)	4.1%	.
Cc1nn(C)cc1C(=O)NNC(=S)Nc1ccccc1	-2.6%	.
COc1ccccc1C(=O)N1CCCC1(C#N)c1ccccc1 (stereo not given)	2.5%	.
COc1ccc(S(N)(=O)=O)cc1C(=O)NCCCN1CCN(c2ccccc2OC)CC1	2.7%	-1.2
O=C(Nc1cccc(-c2csc(Nc3cccc(C(F)(F)F)c3)n2)c1)c1cc([N+](=O)[O-])cc(C(F)(F)F)c1	-0.6%	.
O=C(Nc1cccn(Cc2c(Cl)cccc2Cl)c1=O)c1ccc(Cl)cc1Cl	0.3%	-3.2
COC(=O)COc1cccc(NC(=O)c2cc(OC)cc(OC)c2)c1	5.3%	-13.2

Among those listed so far, these have two or more sulfur atoms:
SMILES	M. tuberculosis GlmU	RmlCD inh 1536
O=C1C(CSCc2ccccc2)NC(=S)N1c1ccccc1 (stereo not given)	4.5%	3.5
Cc1ccc(Cl)cc1Nc1nc(-c2sc(NC(=O)C(C)(C)C)nc2C)cs1	-3.5%	2.1
COc1ccc(Nc2nc(-c3cccs3)cs2)cc1	2.8%	.
N=C1/C(=C\c2ccc(SCc3ccccc3)o2)C(=O)N=C2SC(CC(=O)N3CCOCC3)=NN12	-1.3%	-7.5
Nc1sc2c(c1C(=O)NC1CCS(=O)(=O)C1)CCC2 (stereo not given)	2.6%	96.1
Cc1cc(C)nc(SCC(=O)Nc2ccc(S(=O)(=O)Nc3nccs3)cc2)n1	5.2%	8.4

New compounds follow.
SMILES	M. tuberculosis GlmU	RmlCD inh 1536
Nc1nc(N)c2cc(Sc3ccc4ccccc4c3)ccc2n1	-13.1%	19.9
COc1ccc(NC(=O)CC(Cc2ccccc2)C(=O)O)cc1 (stereo not given)	-0.9%	1.3
COC(=O)c1cc(NC(=O)CSC2=NCCS2)cc(C(=O)OC)c1	-1.9%	-10.7
CCOc1cc(C2C3=C(CCCC3=O)N(CCC(=O)O)C3=C2C(=O)CCC3)ccc1OS(=O)(=O)c1ccc(C)cc1	4.7%	10.0
Cc1ccc(C2CC(C(F)F)n3ncc(C(=O)Nc4cnn(Cc5ccccc5C)c4)c3N2)cc1 (stereo not given)	7.6%	6.0
CC(C)=C1C2C=CC1C(C(=O)Nc1cc(C)ccc1C)C2C(=O)O (stereo not given)	-3.3%	19.7
COc1ccccc1CC(=O)NCc1csc(-c2cccs2)n1	-0.8%	4.9
COC(=O)[C@H](CCSC)NC(=O)Nc1ccc(C)cc1C	-2.7%	.
Cc1cc(/C=C2/C(=O)NC(=O)N(Cc3ccco3)C2=O)c(C)n1-c1ccc(C(=O)O)cc1	5.8%	12.0
Cc1cc(C)cc(NC(=O)CSc2nnc(-c3ccccc3C)o2)c1	1.7%	6.8
CN(c1ccccc1)S(=O)(=O)c1cccc(Cl)c1Cl	-0.6%	.
COc1cc(S(=O)(=O)N(Cc2ccccn2)Cc2ccco2)ccc1-n1cnnn1	0.1%	.
Cc1cc(C)c2c(c1)/C(=C/C(=O)c1ccc(Br)s1)C(=O)N2	0.7%	.
Cc1cc(NC(=O)c2ccc(N(C)S(=O)(=O)c3ccccc3)cc2)no1	1.1%	-3.6
CC(C)CC(c1nnnn1Cc1ccco1)N1CCN(c2cccc(Cl)c2)CC1 (stereo not given)	1.0%	-4.0
COc1ccc2[nH]cc(C(=O)CNc3nc(C)cs3)c2c1	0.7%	.
Cc1ccccc1OCCn1cc(C(=S)N2CCN(C)CC2)c2ccccc21	-1.0%	-10.1
CC(C)c1ccc(NC(=O)CSC(C)c2nc3ccccc3c(=O)[nH]2)cc1 (stereo not given)	1.7%	.
OCCNc1nc(Nc2cc(Cl)ccc2OC2CCCC2)nc(N2CCCC2)n1	4.3%	.
CN(C)N=Nc1nc2c(c(=O)n(C)c(=O)n2C)n1C	2.1%	3.8
Cc1ccc(NC(=O)CSc2nnc(-c3ccccc3Br)o2)cc1C	-4.6%	.
CCOC(=O)C1(Cc2cccc(Cl)c2)CCCN(C(=O)CCC(=O)N(C)C)C1 (stereo not given)	0.0%	-8.8
Cc1ccc(C(NC(=O)C(C)C)c2cc([N+](=O)[O-])c3cccnc3c2O)cc1 (stereo not given)	-2.1%	.
COc1ccccc1OCCCCOc1ccccc1F	-0.2%	-8.2
CN(C)c1nc(Cl)cc(N2CCOCC2)n1	3.3%	1.0
COC(=O)C(C)n1cnc2c(nnn2-c2ccc(OC)cc2)c1=O (stereo not given)	-3.8%	-1.6
CCOC(=O)C(=CNc1cc(C)nn1C(C)(C)C)C(=O)OCC	6.9%	29.0
C=CCNC(=O)NC(=O)CSc1nnc(C(F)(F)F)n1C	-2.4%	4.5
CCOc1ccc(-c2c(C)n([O-])c3c([n+]2=O)CCCCC3)cc1	2.3%	-8.2
CNC(=O)c1ccc(-c2sc3nc(N4CCOCC4)c4c(c3c2N)CCCC4)o1	-1.3%	17.5
Cc1cc(Cl)ccc1C(=O)C1CCCN(C(=O)c2cscn2)C1 (stereo not given)	-0.1%	0.3
CCCCC(=O)Nc1nc(C)c(-c2csc(Nc3ccc(Cl)cc3)n2)s1	-1.3%	.
CC(C)CN(C(=O)CN1CCN(c2ccc([N+](=O)[O-])cc2)CC1)c1c(N)n(CC(C)C)c(=O)[nH]c1=O	-0.6%	-9.3
CNc1nc(-c2ccccn2)nnc1-c1ccccc1	-8.0%	25.2
COc1ccc(NC(=O)CSc2nc(C)cc(C)n2)c([N+](=O)[O-])c1	4.1%	2.3
S=C(Nc1cccnc1)NC1CCCC1	-1.2%	-11.6
C=CCCCOc1ccc(C(=O)O)cc1	-7.0%	.
Cc1cccc(-c2noc(C3CCCCC3)n2)c1	-3.7%	.
O=C1CSc2ccc(C(=O)Nc3cccc(S(=O)(=O)Nc4ccc(Br)cc4)c3)cc2N1	2.2%	-12.0
O=C(c1cc(-c2ccccc2)on1)N1CCN(C(=O)c2ccco2)CC1	0.4%	-1.8
CC1(C)CC(=O)C2=C(C1)N(Cc1ccccc1)C(=O)C2(O)C(F)(F)F (stereo not given)	-2.5%	-8.5
CCCNC(=O)c1cc2c3ccccc3n(C)c2s1	-0.4%	.
Cn1c(-c2ccc3c(c2)OCO3)cnc1NCc1ccccc1Cl	-2.3%	7.0
CCOC(=O)CSC1=C(C#N)C(c2ccc(C)cc2)C(C(=O)OC)C(=O)N1 (stereo not given)	5.5%	-7.5
O=C(N/N=C/c1ccc(N2CCCCC2)o1)c1ccccc1	-0.5%	7.3
CC(=O)N1CCN(Cc2cc(=O)n3cc(Cl)c(C)c(Cl)c3n2)CC1	5.1%	4.9
COc1ccc(Cn2nnc3c(=O)[nH]c(C4CCN(C(=O)c5ccccc5Cl)CC4)nc32)cc1	-2.6%	.
Cc1c(Cl)cn2c(=O)cc(CN3CCN(c4ccc(F)cc4)CC3)nc2c1Cl	-1.1%	-7.1
CCOc1ccccc1N1C(=O)c2ccc(C(=O)O)cc2C1=O	-2.7%	.
COc1ccc(C(=O)Nc2ccc(C(=O)NCCc3ccc(OC)c(OC)c3)cc2)cc1	-3.6%	.
O=C(COc1ccc(Br)cc1)N1CCN(c2ccccc2)CC1	-1.0%	.
Cc1ccc(N2CCN(C3=NC(=O)C(Cc4ccccc4)S3)CC2)cc1 (stereo not given)	2.9%	7.0
NS(=O)(=O)c1ccc(NC(=O)CSc2ncn[nH]2)cc1	-1.0%	8.4
Cc1ccccc1OCC(=O)NCc1ccccc1	-2.4%	-6.2
CCOc1ccc(/C(O)=C2\C(=O)C(=O)N(c3ccc(OC)cc3)C2c2ccccc2[N+](=O)[O-])cc1 (stereo not given)	1.2%	.
COc1ccc(CSc2n[nH]c(C)n2)cc1Br	-1.7%	3.7
O=C(/C=C/c1ccoc1)c1ccccc1O	4.6%	3.3
c1ccc2c(c1)CC1CNCc3cccc(c31)S2 (stereo not given)	-1.8%	.
CC1(c2nnc(-c3ccc(Cl)cc3)o2)CC(c2ccc(Cl)cc2)=NO1 (stereo not given)	-3.5%	.
CC(=O)c1c(N2CCN(C(=O)c3ccco3)CC2)nc(=S)n(-c2ccccc2)c1C	0.6%	-4.8
Going on with the list.
SMILES	M. tuberculosis GlmU	RmlCD inh 1536
Cc1ccccc1OCCSc1nc2ncnc(N)c2[nH]1	-0.9%	.
COC(=O)CCCC1=CC2=CC(=O)C(C)(OC(=O)c3cccs3)C(=O)C2=CN1CCc1ccccn1 (stereo not given)	4.5%	.
O=S(=O)(NCc1csc(-c2cccnc2)n1)c1cccs1	-3.4%	4.8
COc1ccc(C(=O)C2CCN(C(=S)Nc3ccc(F)cc3)CC2)cc1	1.6%	4.4
O=C(NNc1nc(-c2ccccc2)cs1)c1ccc(F)cc1	6.5%	6.9
COc1ccc(/C=C2\CCCC(C(=O)C(F)(F)F)=C2O)cc1	-0.9%	.
Cn1c(SCc2ccc(C(C)(C)C)cc2)nnc1C1COc2ccccc2O1 (stereo not given)	-0.1%	5.2
CCOCCOC(=O)COc1ccc(N2C(=O)c3ccccc3C2=O)cc1	3.7%	-4.3
CCOC(=O)c1ccc(N2C(=O)CC(SCC(N)C(=O)OCC)C2=O)cc1 (stereo not given)	-4.8%	-6.6
Cc1nc(N)sc1-c1csc(N(C)c2ccc(O)cc2)n1	-0.5%	59.0
CC(=O)c1ccc(NC(=O)C2CC(=O)N(Cc3ccccc3)C2)cc1 (stereo not given)	0.2%	.
Cc1cc(=O)c2cc(C(=O)c3ccccc3)ccc2[nH]1	-3.3%	.
COc1ccc(C2C(C#N)=C(N)OC3=C2C(=O)CCC3)cc1OC (stereo not given)	-3.6%	.
O=S(=O)(Cc1ccco1)Cc1nc(-c2ccc(Cl)cc2)cs1	-1.7%	5.2
